Screens from PubChem.
FXIIa inh – factor XIIa (human) inhibition | P00748 | purified FXIIa, Boc-QGR-AMC fluorogenic substrate, 2 h | inhibition, % at 5 µM | 220,000 tested, 0.3% active | AID 800; in the data active means inhibition above about 40%;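 further: 0% = enzyme with no compound and 100% = blank without enzyme; many of its hits are not listed in these tables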
FXIa inh – blocks human coagulation factor XIa protease activity | P03951 | purified FXIa, Boc-Glu-Ala-Arg-AMC fluorogenic substrate | inhibition, % at 5 µM | 220,000 tested, 0.14% active | AID 798;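 active means inhibition of at least 40%; inactive means inhibition below 40%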;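 further: fluorescence of freed AMC excited at 355 nm; 0% = enzyme without compound and 100% = no enzyme blank; many of its hits are not listed in these tables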
hK5 inh – inhibitors of human kallikrein 5 | recombinant hK5, fluorogenic AMC substrate cleavage | inhibition, % at 5 µM | 210,000 tested, 0.59% active | AID 873;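 active means inhibition of 40% or more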;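 further: 0% = enzyme controls without compound and 100% = no-enzyme blanks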
Target sequence (Q9Y337 67-293 limits assumed): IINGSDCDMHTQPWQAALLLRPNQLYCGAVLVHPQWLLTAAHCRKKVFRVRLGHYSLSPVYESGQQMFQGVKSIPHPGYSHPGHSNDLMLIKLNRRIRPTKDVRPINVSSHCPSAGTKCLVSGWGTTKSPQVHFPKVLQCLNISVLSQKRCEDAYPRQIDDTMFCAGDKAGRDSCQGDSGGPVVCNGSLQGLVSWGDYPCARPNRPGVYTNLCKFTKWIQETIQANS
KCC2 mod – modulates chloride dependent transport by human KCC2. Q9H2X9. KCC2 cells, thallium flux FluoZin-2 fluorescence. B-score of Tl+ flux slope (higher = more flux/activation; lower = inhibition) at 10 µM. 190,000 tested, 2.2% active;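 active means thallium flux slope and its plate-corrected score both differing from the plate sample mean at a set confidence after two filtering rounds, in either direction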;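 further: slope of fluorescence scaled to starting intensity during 10 to 20 s after thallium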
Thrombin inh – blocks human thrombin protease activity; alpha-thrombin, Boc-VPR-AMC fluorogenic substrate cleavage; inhibition, % at 5 µM; P00734; 220,000 tested, 0.26% active;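 active means inhibition at or above 40%; inactive means inhibition below 40%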;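 further: 0% = enzyme with no compound and 100% = wells without enzyme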
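Material: human alpha-thrombin protein; Also added: Boc-VPR-AMC substrate, 15 µM final; Timing: enzyme reaction carried out at room temperature; Signal: fluorescence, ex 355 nm, em 460 nm; Measure: % inhibition of thrombin; Controls: enzyme without compound as high, wells lacking enzyme as low.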
Hck Nef HTS – inhibitors of human Hck kinase activated by Nef | Recombinant Hck-YEEI plus Nef, Z-Lyte FRET kinase assay | inhibition, % at 20 µM | 220,000 tested, 0.68% active | AID 463187;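 active means Hck-Nef kinase inhibition above about 50%, limit read from the data; inactive means inhibition below that limit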;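 further: 0% = DMSO with Hck plus Nef and 100% = Hck alone without Nef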
Target sequence (P08631 whole entry, looked up): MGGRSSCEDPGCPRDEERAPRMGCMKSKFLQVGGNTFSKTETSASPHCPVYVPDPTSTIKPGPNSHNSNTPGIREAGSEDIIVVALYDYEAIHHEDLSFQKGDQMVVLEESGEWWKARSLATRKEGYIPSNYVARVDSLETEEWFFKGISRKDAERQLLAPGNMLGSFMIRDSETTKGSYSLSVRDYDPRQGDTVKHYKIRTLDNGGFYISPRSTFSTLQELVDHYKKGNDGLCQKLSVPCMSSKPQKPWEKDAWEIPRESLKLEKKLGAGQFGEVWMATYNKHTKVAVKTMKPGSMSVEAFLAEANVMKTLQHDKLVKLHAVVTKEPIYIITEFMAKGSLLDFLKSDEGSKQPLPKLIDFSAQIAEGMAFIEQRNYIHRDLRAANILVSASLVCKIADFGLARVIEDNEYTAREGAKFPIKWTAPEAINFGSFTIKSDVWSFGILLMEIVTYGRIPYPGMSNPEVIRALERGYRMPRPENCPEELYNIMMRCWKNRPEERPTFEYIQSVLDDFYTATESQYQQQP
TNF death inh – blocks TNF-alpha induced death of Jurkat FADD-/- cells | activation (protection from cell death), % at 10 µM | Jurkat FADD-/- TNF necroptosis rescue, ATP luminescence, 24 h; 0 = TNF only, 100 = no-TNF cells | 220,000 tested, 0.068% active;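 active means activation, meaning protection from cell death, of at least 50% relative to plate controls; inactive means activation below 50%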;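 further: necroptosis triggered by 40 ng/mL TNF-alpha added together with compound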
L929 necroptosis – blocks zVAD induced death of L929 cells | L929 zVAD necroptosis rescue, ATP luminescence, 24 h; with zVAD 60 µM | viability rescue, % at 10 µM | 220,000 tested, 0.38% active | AID 1377;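 active means activation, scaled between plate controls, above about 75%, limit read from the data; inactive means activation under that limit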;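 further: 0% = zVAD with DMSO and 100% = DMSO alone without zVAD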
Rad51 HR inh – blocks human Rad51 in homologous recombination; hRad51 DNA strand exchange, fluorescence dequenching; Q06609; inhibition, % at 10 µM; AID 1385; 200,000 tested, 0.085% active;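 active means inhibition above 40% at the single screening dose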;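 further: 0% = DMSO control wells and 100% = blanks with heterologous ssDNA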
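Read-out basis: percent inhibition relative to plate controls and blanks / Assay system: human Rad51 nucleoprotein filaments preassembled on unlabelled ssDNA / Timing: filaments 15 min 37 °C, then compound 30 min / Control set: per-plate controls and blanks / Technique: fluorescence dequenching at 485/520 nm / Compound: 10 µM final, single point / Also added: Fluorescein- and BHQ1-tagged 47-mer duplex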
The depositor's hits bear a star; . = no result given. Not all compounds are listed; count on the stated rates, not on these rows.

#	Molecule	FXIIa inh	FXIa inh	hK5 inh	KCC2 mod	Thrombin inh
1	CCOC(=O)CN1C(=O)N[C@@H](c2ccc(Br)cc2)C(C(C)=O)=C1C	17.1	6.2	-8.1	0.172	1.3
2	COc1cc(NC(=O)c2ccc(COCC(F)(F)F)o2)cc(OC)c1OC	2.6	4.4	1.9	0.628	-4.3
3	CCn1c(SCC(=O)c2cccs2)nnc1-c1ccco1	18.9	7.2	7.0	-0.786	2.9
4	CCc1ccccc1NC(=S)N(CCc1ccncc1)C(C)C	3.3	-2.6	.	0.523	-4.6
5	Cc1ccccc1NC(=O)COC(=O)CN1C(=O)NC(C)(C)C1=O	7.1	-4.2	-10.2	.	-1.2
6	Cc1ccc(C(=O)N/C(=C/c2ccc(-c3ccc(Br)cc3)o2)C(=O)NC2CCS(=O)(=O)C2)cc1 (stereo not drawn)	7.9	4.1	-15.4	0.285	-8.4
7	COCCNc1nc(-c2cc(C)n(CCc3ccc(OC)cc3)c2C)cs1	6.9	-0.7	-6.3	0.622	9.9
8	Fc1ccccc1C(c1nnnn1Cc1ccc2c(c1)OCO2)N1CCN(Cc2ccco2)CC1 (stereo not drawn)	11.1	2.8	9.2	-1.06	-1.6

#	Hck Nef HTS	TNF death inh	L929 necroptosis	Rad51 HR inh
1	-1.2	0.2	0.8	-5.2
2	2.6	0.8	0.7	0.9
3	-2.0	-1.0	-0.3	-5.3
4	-3.6	1.0	0.2	.
5	-0.1	0.7	0.5	2.1
6	7.9	1.8	0.7	2.0
7	50.7*	-3.2	-0.4	-16.5
8	0.1	-2.8	-0.3	2.4

(next part)
#	Molecule	FXIIa inh	FXIa inh	hK5 inh	KCC2 mod	Thrombin inh
9	COc1ccc(C(=O)Nc2nc3ccc(S(C)(=O)=O)cc3s2)cc1	11.6	3.6	-6.0	1.34	2.6
10	COc1ccc(C(=O)COc2cccc(NC(=O)c3ccco3)c2)cc1	-0.8	-2.4	-7.8	-1.75	-7.7
11	CCc1cc2c(SCC(=O)c3ccc(Cl)s3)ncnc2s1	-6.6	-4.0	-19.2	-0.446	-9.0
12	COc1ccc(OC)c(/C=N/NC(=O)CC2C(=O)NN=C2C)c1 (stereo not drawn)	-10.5	-4.1	-10.2	0.273	-4.4
13	Cc1nc2ccccc2nc(C)c1=NOCc1ccc(Cl)cc1Cl	8.4	9.4	-21.1	-0.0644	-7.0
14	NNc1nc2c(Cl)cccc2s1	7.1	3.2	-13.6	-0.0317	-1.4
15	O=C(COC(=O)CC1CC2CCC1C2)NC(=O)NCc1ccco1 (stereo not drawn)	1.2	-6.0	11.8	.	-7.4
16	N#Cc1nc(COc2ccccc2Cl)oc1NCc1cccnc1	1.5	-5.9	-9.5	-2.99*	-5.7

#	Hck Nef HTS	TNF death inh	L929 necroptosis	Rad51 HR inh
9	1.8	-1.9	0.1	.
10	7.1	-0.3	0.1	1.1
11	1.6	2.3	-0.6	9.0
12	1.8	-1.9	-0.1	0.9
13	2.1	0.3	0.4	-0.9
14	7.8	0.4	0.6	-2.6
15	0.7	-0.1	0.7	3.9
16	1.5	-2.0	-0.1	-4.3

Later entries:
#	Molecule	FXIIa inh	FXIa inh	hK5 inh	KCC2 mod	Thrombin inh
17	N#CCCn1cc(C(=O)Nc2ccc([N+](=O)[O-])cc2)c(-c2cc3ccccc3o2)n1	10.7	-0.9	-2.2	-1.54	-6.8
18	CCc1nnc(NC(=O)c2nc3nccc(C)n3n2)s1	4.7	-12.9	-0.4	0.199	-1.4
19	CN1C(=O)/C(=C/c2ccc(C(=O)NC3CCCC3)cc2)Oc2ccccc21	1.9	-11.0	-5.5	-1.19	-8.3
20	O=c1n(Cc2ccccc2)nc2n1-c1ccccc1SC2	3.6	-4.5	-6.0	-2.45	0.2
21	COC(=O)CCC(=O)COc1ccc(OC)cc1C#N	5.1	3.3	-5.8	1.03	-1.2
22	CC(C)NC(=O)c1cc2nc(-c3ccco3)cc(C(F)(F)F)n2n1	1.1	-5.1	-0.4	1.1	-7.1
23	O=C(c1cccc(F)c1F)N1CCCC1	11.0	5.5	-9.4	0.844	1.6
24	Cc1onc(-c2ccccc2Cl)c1C(=O)NCC1CCCO1 (stereo not drawn)	7.9	3.1	5.0	-0.072	9.5

#	Hck Nef HTS	TNF death inh	L929 necroptosis	Rad51 HR inh
17	-2.3	-0.1	-0.8	-44.1
18	-0.2	-3.7	0.1	-2.4
19	19.1	2.4	73.6	1.5
20	-1.4	5.4	0.6	-18.2
21	-0.4	-0.1	0.3	3.5
22	6.4	0.6	-0.1	7.1
23	14.1	-1.2	-0.7	-5.9
24	1.7	0.3	-0.2	2.6

New compounds follow.
#	Molecule	FXIIa inh	FXIa inh	hK5 inh	KCC2 mod	Thrombin inh
25	Cc1cc(C(=O)Nc2ncn(Cc3ccc(F)cc3)n2)ccc1[N+](=O)[O-]	9.6	4.5	4.4	-1.41	2.2
26	CC1(C)CC(NC(=O)N2c3ccccc3Sc3ccccc32)CC(C)(C)N1	5.3	1.3	-5.9	-0.538	2.1
27	CC(C)(C)c1cc(C(=O)O)n(Cc2ccc(Cl)cc2Cl)n1	8.0	3.6	-5.3	-2.59	-4.7
28	Cc1ccccc1NC(=O)c1c(Cl)nc(C)c(Cl)c1C	6.2	1.5	-8.5	0.901	-1.6

#	Hck Nef HTS	TNF death inh	L929 necroptosis	Rad51 HR inh
25	16.9	-0.6	-0.8	-16.0
26	16.7	-4.1	1.2	-3.7
27	-8.4	-0.2	2.8	12.8
28	4.6	0.2	1.6	-7.0

4 entries drawn at random from the list so far:
#	Molecule	FXIIa inh	FXIa inh	hK5 inh	KCC2 mod	Thrombin inh
15	O=C(COC(=O)CC1CC2CCC1C2)NC(=O)NCc1ccco1 (stereo not drawn)	1.2	-6.0	11.8	.	-7.4
5	Cc1ccccc1NC(=O)COC(=O)CN1C(=O)NC(C)(C)C1=O	7.1	-4.2	-10.2	.	-1.2
10	COc1ccc(C(=O)COc2cccc(NC(=O)c3ccco3)c2)cc1	-0.8	-2.4	-7.8	-1.75	-7.7
4	CCc1ccccc1NC(=S)N(CCc1ccncc1)C(C)C	3.3	-2.6	.	0.523	-4.6

#	Hck Nef HTS	TNF death inh	L929 necroptosis	Rad51 HR inh
15	0.7	-0.1	0.7	3.9
5	-0.1	0.7	0.5	2.1
10	7.1	-0.3	0.1	1.1
4	-3.6	1.0	0.2	.

Four entries out of the list, ordered by SMILES length, largest number first:
#	Molecule	FXIIa inh	FXIa inh	hK5 inh	KCC2 mod	Thrombin inh
25	Cc1cc(C(=O)Nc2ncn(Cc3ccc(F)cc3)n2)ccc1[N+](=O)[O-]	9.6	4.5	4.4	-1.41	2.2
26	CC1(C)CC(NC(=O)N2c3ccccc3Sc3ccccc32)CC(C)(C)N1	5.3	1.3	-5.9	-0.538	2.1
27	CC(C)(C)c1cc(C(=O)O)n(Cc2ccc(Cl)cc2Cl)n1	8.0	3.6	-5.3	-2.59	-4.7
24	Cc1onc(-c2ccccc2Cl)c1C(=O)NCC1CCCO1 (stereo not drawn)	7.9	3.1	5.0	-0.072	9.5

#	Hck Nef HTS	TNF death inh	L929 necroptosis	Rad51 HR inh
25	16.9	-0.6	-0.8	-16.0
26	16.7	-4.1	1.2	-3.7
27	-8.4	-0.2	2.8	12.8
24	1.7	0.3	-0.2	2.6
